GSK3A inh – blockers of GSK3A enzyme activity – biochemical, luminescence, cell-free homogeneous, HTS, primary screen; Glycogen synthase kinase-3 alpha (Homo sapiens), P49840; GSK-3 alpha kinase, ADP-Glo luminescence, 60 min; inhibition, % at 10 µM; 320,000 tested, 0.1% active; AID 2650, 2010;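 in the data active = inhibition above about 50%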;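 note: GST-tagged GSK-3 alpha with peptide substrate and 25 µM ATP; 0% = DMSO neutral wells and 100% = GW8510 positive control wells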
Target sequence (P49840 whole entry, looked up): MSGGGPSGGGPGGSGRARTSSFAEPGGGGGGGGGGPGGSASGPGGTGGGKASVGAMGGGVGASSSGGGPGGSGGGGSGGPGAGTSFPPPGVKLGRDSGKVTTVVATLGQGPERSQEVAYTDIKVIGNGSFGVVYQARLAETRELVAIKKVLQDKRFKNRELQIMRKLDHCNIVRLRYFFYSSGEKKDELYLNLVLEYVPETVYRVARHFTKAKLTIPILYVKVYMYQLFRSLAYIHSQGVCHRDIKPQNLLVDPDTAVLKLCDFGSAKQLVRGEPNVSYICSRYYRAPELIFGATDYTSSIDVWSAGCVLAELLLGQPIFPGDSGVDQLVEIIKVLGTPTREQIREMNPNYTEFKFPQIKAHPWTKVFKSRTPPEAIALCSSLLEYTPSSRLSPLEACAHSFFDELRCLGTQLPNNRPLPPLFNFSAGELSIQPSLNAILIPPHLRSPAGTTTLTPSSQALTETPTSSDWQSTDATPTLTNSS
aSyn UTR inh – MLPCN primary screen, SNCA 5' untranslated region; alpha-synuclein 5'UTR reporter, inhibitor activity; inhibition, % (tested at 7.5 µM); 300,000 tested, 0.82% active; in the data active = inhibition above about 60%; inconclusive = no clear call, values can overlap the other calls;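 note: H4 neuroglioblastoma cells stably carrying SNCA 5'UTR luciferase fusion; 0% = DMSO wells and 100% = positive control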
DYRK1A inh – rat Dyrk1A kinase inhibitors, primary screen, biochemical, single point, plate reader. inhibition, % at 12.5 µM. 310,000 tested, 0.43% active. ADP-Glo luminescence, NFATc1 peptide. AID 504441, 2011; in the data active = inhibition above about 50%;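 note: plate controls were vehicle with enzyme for no effect and no enzyme for full effect; many of its hits are not listed in these tables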
HSF1 activator – HSF-1 activators, primary screen, NIH3T3-HGL cells, MG132 stress, luminescence, single point; NIH3T3-HGL HSF-1 luciferase reporter, 8 h; 100% = twice DMSO control signal; activation, % at 9 µM; 300,000 tested, 1.7% active;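 active = mean replicate activation of at least 50% with a set share of replicates each reaching 50%; inconclusive = only one of those two conditions met; inactive = mean below 50% and too few replicates reaching it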;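 note: 0% = median of the neutral control wells and 100% = twice that signal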
KLF5 inhibitor – KLF5 expression inhibitors, primary screen, DLD-1 cells, luminescence; DLD-1 KLF5 promoter-luciferase reporter; AID 1700, 2009; inhibition, % at 5 µM; 290,000 tested, 0.23% active;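 active = inhibition above a per-plate limit of that plate's mean compound inhibition plus 3 SD, cut at about 60% in these data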;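 note: 0% = DMSO wells and 100% = LY294002 at 200 µM; higher means less KLF5 promoter-driven luciferase light; inactives centre near -14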
HSF1 inhib – HSF1 inhibitors in luciferase reporter cells, primary screen, cell-based, NIH3T3, luminescence; AID 2098, 2009; activity change, negative = inhibition, % at 7.5 µM (by protocol); NIH3T3-HGL HSE-luciferase, MG132-induced, luminescence 8 h; stronger effect = lower value; 300,000 tested, 0.77% active;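 active = more than half of replicate wells show activity change below -50%, luminescence cut by over half; inconclusive = some wells, but at most half, below -50%; inactive = no replicate well below -50%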;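 note: luciferase reports HSF-1 transcriptional activity via heat shock element; 0% = median of DMSO wells and -100% = zero luminescence signal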
IEC-6 tox – cytotoxicity in IEC-6 intestinal epithelial cells, primary screen, cytotoxicity control for KLF5 inhibitor project, cell-based, luminescence. inhibition, % at 5 µM. 290,000 tested, 0.78% active. IEC-6 cytotoxicity, luminescence viability; in the data active = inhibition above about 22%;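 note: 0% = plate median of test compound wells and 100% = cytotoxic reference compound wells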
Platelet DG rel – inhibitors of platelet dense granule secretion, primary screen, cell-based, MLPCN, human platelets; human platelet-rich plasma, SFLLRN dense granule ATP release, luminescence; inhibition, %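 (compounds screened at 7.5 µM in platelet-rich plasma)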; 300,000 tested, 0.22% active;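 active = mean replicate score, as percent of positive control, at or above 50; inconclusive = mean below 50 but at least one replicate at or above 50; inactive = mean and every replicate below 50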
GSK3beta inhib – human GSK3beta kinase inhibitors, primary screen, biochemical, cell-free homogeneous, HTS. Glycogen synthase kinase-3 beta (Homo sapiens), P49841. GST-GSK3beta kinase, ADP-Glo luminescence, 60 min; stronger effect = lower value. activity score (negative = inhibition), % at 10 µM. 300,000 tested, 0.038% active. AID 2097, 2009;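 active = more than half of replicate wells score below -50%, meaning over 50% inhibition versus plate controls; inconclusive = some replicates but at most half score below -50%; inactive = no replicate scores below -50%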;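 note: 0% = median DMSO wells and -100% = median GW8510 positive control wells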
Target sequence (P49841 whole entry, looked up): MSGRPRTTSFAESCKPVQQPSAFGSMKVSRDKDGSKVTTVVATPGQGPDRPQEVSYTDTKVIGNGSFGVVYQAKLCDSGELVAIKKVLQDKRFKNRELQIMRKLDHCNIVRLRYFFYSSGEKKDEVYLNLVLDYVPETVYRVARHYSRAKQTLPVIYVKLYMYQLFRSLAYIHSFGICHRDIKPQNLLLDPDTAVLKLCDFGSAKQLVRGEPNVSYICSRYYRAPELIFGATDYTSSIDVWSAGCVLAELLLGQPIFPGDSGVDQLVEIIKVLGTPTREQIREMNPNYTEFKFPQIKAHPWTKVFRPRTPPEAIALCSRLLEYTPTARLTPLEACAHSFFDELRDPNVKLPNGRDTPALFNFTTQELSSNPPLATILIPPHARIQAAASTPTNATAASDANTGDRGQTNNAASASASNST
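Test system – GST-tagged human GSK3beta kinase, cell-free · Incubation – 60 min enzyme reaction, room temperature · Signal – ADP-Glo luminescence · Also added – peptide substrate and ATP at 25 µM · Controls – DMSO neutral wells and GW8510 at 20 µM as positive · Buffer or medium – Tris/MgCl2 kinase buffer · Measure – Luminescence-derived activity versus plate DMSO and GW8510 wells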
HSP90 inh – HSP90 inhibitors, primary screen, cell lysate, luminescence; Heat shock protein HSP 90 (rabbit reticulocyte lysate; luciferase refolding); Rabbit reticulocyte lysate, luciferase refolding luminescence, 3 h; inhibition, % at 5.6 µM; 290,000 tested, 0.91% active; AID 1789, 2009;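 active = inhibition above the screen-wide mean plus 3 SD, computed separately per campaign, cut at about 16% in these data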;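 note: 0% = DMSO wells and 100% = 60 µM geldanamycin wells; inhibitors lower the luminescence because luciferase stays unfolded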
* marks the source's active call; other numbers are inactive results; u = inconclusive; x = not tested or not shown. These rows are one share of the data; count on the stated rates, not on these rows.

SMILES	GSK3A inh	aSyn UTR inh	DYRK1A inh	HSF1 activator	KLF5 inhibitor	HSF1 inhib	IEC-6 tox	Platelet DG rel	GSK3beta inhib	HSP90 inh
Cc1ccc(C(=O)COC(=O)CCC(=O)Nc2ccccc2Cl)cc1[N+](=O)[O-]	-2	12	-4	-9	-4	1	-9	-10	-5	3
COc1ccc(CN(C)CC2CCCN(CCc3ccc(Cl)cc3)C2)cc1OC (centres undefined)	0	-2	-1	-6	-10	-8	3	-6	0	3
O=C(CCCCCN1C(=O)c2cccc3cccc(c23)C1=O)NCCCO	1	-14	-3	-9	-23	2	-5	-5	0	0
CC(NS(=O)(=O)c1ccc(Br)cc1)C(=O)NCc1ccco1 (centres undefined)	0	24	-2	17	-9	11	-4	-2	2	6
COc1ccc(/C=C/C(=O)NCc2ccc3c(c2)OCO3)cc1OC	0	20	0	-2	x	3	x	10	2	x
CCOC(=O)N1CCN(C(=O)CN(c2ccc(Oc3ccccc3)cc2)S(C)(=O)=O)CC1	-1	5	-2	-5	-9	3	-5	6	1	-2
O=C(CCC(=O)NNC(=O)c1ccc([N+](=O)[O-])cc1)NCc1ccccc1	-3	-5	1	4	-14	-3	-2	-1	1	-1
COc1ccc(C(=O)Nn2cnc3ccccc3c2=O)cc1[N+](=O)[O-]	-2	6	3	0	-11	-2	-2	2	1	-1
COCCCn1c(SC(C)C(=O)NC2CC2)nc2ccccc2c1=O (centres undefined)	-2	0	4	-1	x	-1	x	4	-2	x
O=C(Nc1cccc(S(=O)(=O)NC2=NCCCCC2)c1)C1COc2ccccc2O1 (centres undefined)	0	19	4	3	-13	0	-7	-1	2	-2
COc1ccc(S(=O)(=O)N2CCCCC2)cc1NC(=O)C1CSC2(C)CCC(=O)N12 (centres undefined)	2	-4	-1	25	5	-2	-3	-4	4	-1
CCS(=O)(=O)N1CCC(C(=O)NCc2cccs2)CC1	-1	14	-1	16	-3	4	3	8	3	1
COc1ccc(NS(=O)(=O)c2ccc3nc(COc4ccc(C#N)cc4)[nH]c3c2)cc1	0	2	0	11	-1	6	4	-2	0	-4
Cc1ccc(-n2ncc3c2CC(C)(C)CC3NC(=O)Cc2c(C)noc2C)cc1 (centres undefined)	-1	-6	23	3	-48	7	4	1	2	-2
Cc1cccc(NC(=O)CSc2nc(=O)n(CCCN3CCOCC3)c3c2CCCC3)c1	-1	6	1	-2	x	0	x	14	3	x
C/C(=N/NC(=O)c1ccc(Br)o1)c1cccs1	4	-73	-1	37	-153	8	2	1	-4	-4
CCn1c(=N)n(CC(O)COc2ccc(C)cc2)c2ccccc21 (centres undefined)	-4	-17	-1	7	-13	4	1	14	0	1
Nc1cccc(S(=O)(=O)Nc2ccc(Br)cc2)c1	8	14	2	-13	-6	1	-4	-1	0	5
C=CCN(C(=O)c1csnn1)C(C(=O)NC1CCCCC1)c1ccccc1 (centres undefined)	-1	-9	-5	-10	-1	-7	1	1	2	-4
CCc1ccccc1NS(=O)(=O)c1cc2c(cc1C)n(C)c(=O)c(=O)n2C	-2	26	-1	7	-2	7	0	0	1	-2
CCCc1cc(C(=O)Nc2cccc(Cl)c2)no1	-2	-12	-1	17	-23	22	1	27	0	1
CCc1ccccc1N1CN(Cc2cccnc2)CNC1=S	-1	x	1	x	7	x	10	x	-5	1
O=C(Nn1c(-c2ccc(F)cc2)nc2ccccc2c1=O)C1CCCCC1	-2	-8	4	-5	-9	0	-1	2	2	2
CCOc1ccc(NC(=S)NC(=O)c2cnn(CC)c2)c([N+](=O)[O-])c1	x	3	2	-11	-14	-5	2	-9	0	-3
COc1ccc(CN2C(=O)[C@@H]3C(c4ccccc4Cl)=NO[C@@H]3C2=O)cc1	-3	6	3	10	-15	1	5	5	0	-2
c1ccc(N=Nc2ccc3cccccc2-3)cc1	-2	-259	9	75*	x	48	x	2	2	x
Cn1cc(SCC(=O)NCc2ccc3c(c2)OCO3)c2ccccc21	0	6	8	-21	-7	-2	-4	2	2	-2
FC(F)(F)c1cccc(OCC2CNC(=S)O2)c1 (centres undefined)	-1	21	2	19	-21	5	0	-10	-3	-1
Cc1csc(NC(=O)c2cc(-c3ccncc3)nc3ccccc23)n1	-2	3	-1	6	-14	-1	5	4	-1	-4
COc1ccc2[nH]c(=O)c(CN(Cc3ccco3)Cc3nnnn3Cc3ccccc3)cc2c1	7	4	6	-2	-20	1	5	6	1	0
CC1NC(=O)NC1CCCCCC(=O)Nc1ccc(F)c(Cl)c1 (centres undefined)	0	3	1	-4	10	-5	3	11	3	0
COC1=C(Nc2ccccc2OC)C(=O)c2ccccc2C1=O	0	25	7	14	1	2	7	1	-4	1
COc1cccc(C2CC(c3ccc(Cl)cc3)n3nc(N)nc3N2)c1 (centres undefined)	-2	11	10	-9	12	-10	4	2	-27	2
CC(=O)c1cccc(NC(=O)C2(c3ccccc3)CC2(Cl)Cl)c1 (centres undefined)	x	0	0	7	-1	-14	1	-1	-6	2
O=C(CS(=O)(=O)c1c[nH]c2ccccc12)N1CCCc2ccccc21	1	24	7	-2	-14	-2	-7	-1	3	-1
[O-]C1=N/[N+](=C/c2ccccc2)CC1	0	-8	1	6	4	0	4	1	2	3
Cc1csc(NC(=O)CSc2nnc(-c3ccccn3)n2-c2ccc(C)c(C)c2)n1	-1	13	2	2	-4	-2	-2	-2	1	2
O=C1CC(C(=O)NCCc2ccccc2)SC(=Nc2ccccc2)N1 (centres undefined)	-1	7	x	12	-12	7	-3	0	1	5
Cc1cc(OCc2cc(C(=O)N3CCN(C)C(=O)[C@@H]3C)no2)cc(C)c1Cl	2	33	0	-8	-24	-5	9	3	-3	-4
O=S1(=O)c2cccc3cccc(c23)N1Cc1ccc(-c2nnco2)cc1	21	21	4	3	-6	4	4	-2	0	2
Cc1ccc(CN2CCNC(=O)C2CC(=O)N(C)C2CCCCC2)cc1 (centres undefined)	-1	-2	-2	-2	-17	-5	-6	7	3	-4
CCOC(=O)C1CCN(c2ncnc3c2cnn3-c2ccc(OC)cc2)CC1	-1	x	-7	x	-3	x	2	x	x	5
C/C=C/C=C/C(=O)N1CC2(CC(c3cccc(NC(=O)CCCCC)c3)=NO2)C[C@H]1C(N)=O (some centres undefined)	-1	17	3	-19	x	-3	x	1	-3	x
CCOC(=O)C(CC)/C(C)=N\NC(=O)c1cccc(C)c1 (centres undefined)	0	1	-2	21	-3	12	0	4	3	-1
CCCC(=O)Nc1nc2ccc(OC)cc2s1	6	-133	38	43	-69	19	-5	2	-4	-2
Cc1ccc(NC(=O)CCn2c(=O)[nH]c3ccsc3c2=O)cc1	0	15	-5	11	-6	-5	4	1	0	1
CCOc1ccc(CNCc2cccnc2)cc1	-1	-1	3	24	-22	4	-1	2	2	-1
CN(C(=O)COc1ccccc1)c1nnc(-c2cccnc2)s1	5	0	-2	-2	20	-7	2	7	2	1
CC(=O)Nc1ccc(/C=N/N2CCCCC2)cc1	-3	-96	0	-1	-15	-8	4	2	3	6
Cc1ccc(CNC(=O)CSc2ccsc2[N+](=O)[O-])cc1	-1	-46	x	u	-48	28	-2	2	0	-2
Cc1cccc(NC(=O)COc2ccc(/C=N\n3cnnc3)cc2)c1	-2	-21	-1	7	2	1	-1	8	-1	3
COc1ccc(C)cc1S(=O)(=O)N1CCN(S(=O)(=O)c2cc(C(=O)O)ccc2C)CC1	1	1	3	5	-36	-9	-10	-1	-1	5
COc1cccc(-c2nc(CS(=O)(=O)CC(=O)NCc3ccc(Cl)cc3)c(C)o2)c1	0	-11	-3	6	-31	3	-4	22	-4	5
Cc1cc(C)nc(SCCC(=O)Nc2ccc(F)cc2)n1	-6	4	x	-22	-5	-3	2	4	1	-6
O=C(NCCCN1CCOCC1)c1cc(-c2ccc(Br)cc2)on1	-2	-13	-9	-22	-29	-19	-3	-7	-2	1
Cc1nc(C(C)NC(=O)CCc2nnc(-c3ccsc3)o2)cs1 (centres undefined)	-1	1	-2	3	-18	-7	0	8	1	-1
CC1(C)OC(c2ccccc2)=C/C(=C/C=C2C(=O)c3ccccc3C2=O)O1	0	10	-2	-2	-28	-3	1	17	1	9
CCn1c(COc2ccc3c(c2)CCCC3)nnc1SCC(=O)Nc1nccs1	-6	2	1	-15	7	-6	2	1	2	2
Nc1nn2c(-c3ccccc3)cc(=O)[nH]c2c1N=Nc1ccc(Br)cc1	x	x	-25	x	-1	x	0	x	x	-1
CC(C)(Oc1ccc(Cl)cc1)C(=O)Nc1c2c(nn1C(C)(C)C)CS(=O)(=O)C2	-4	8	-9	-7	x	0	x	-24	-1	x

The list continues.
SMILES	GSK3A inh	aSyn UTR inh	DYRK1A inh	HSF1 activator	KLF5 inhibitor	HSF1 inhib	IEC-6 tox	Platelet DG rel	GSK3beta inhib	HSP90 inh
CCCCNC(=O)[C@H](Cc1c[nH]c2ccccc12)NC(=O)c1ccccc1Cl	3	4	0	-6	-5	-2	0	-6	-2	-5
Cc1cccc(CN2C(=O)CCSc3ccc(Cl)cc32)c1	-3	21	1	14	-14	11	7	11	-1	1
CCOCC(=O)N1CCN(c2ccc(F)cc2)CC1	1	-5	-1	-3	-1	0	4	0	2	1
Cc1cc(O)c(Sc2ccc(Cl)cc2)c(=O)[nH]1	0	3	-4	19	x	-1	x	0	-1	x
CC(C)c1cc(C(C)C)n2nc(N)nc2n1	0	29	1	19	-2	-6	2	-3	1	1
O=C(NCCCn1ccnc1)C(=O)NCc1ccc(Cl)cc1	-1	47	3	-8	12	2	2	3	0	2
Cc1nn(CC(=O)NC(=O)NC2CCCC(C)C2C)c(=O)c(C#N)c1C (centres undefined)	0	7	4	-9	x	-6	x	8	-2	x
COc1ccc(CNC(=O)C(=O)NCCC2CCCCN2S(=O)(=O)c2cccs2)cc1 (centres undefined)	-2	18	1	27	x	4	x	2	3	x
C=CCOc1cccc(C2C(C(=O)c3ccco3)=C(O)C(=O)N2Cc2cccnc2)c1 (centres undefined)	1	-2	-3	12	-9	0	8	-2	2	2
O=C(CSc1nnc(C2CCCCC2)o1)Nc1ccccc1Cl	-3	-138	-5	18	-103	17	1	3	3	-3
